Source: PubChem (several laboratories)
Autophagy HCS: autophagy modulation, high-content screen. MEF GFP-LC3 puncta imaging; test concentration mostly 10 µM. calls only at 10 µM (by protocol). 190,000 tested, 0.98% active. AID 463193;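 active = percentage of spot-positive cells more than 3 SD above its plate mean, without a fluorescence outlier flag or 80% toxicity; inconclusive = no clear call, values can overlap the other calls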;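 also: spot-positive cell cutoff set from DMSO-treated cells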
P. falciparum M1AAP: malaria alanyl aminopeptidase activity blockers – biochemical, fluorogenic H-Leu-NHMec substrate, 1536-well (AID 1445); recombinant M1AAP, H-Leu-NHMec fluorogenic kinetic assay; higher % means a stronger effect; inhibition, % at 30 µM, or IC50 in µM where a hit was titrated; 220,000 tested, 0.42% active;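 active = primary inhibition above the hit cutoff, then over 50% inhibition at one or more dose response concentrations, cut at about 23% in these data, passing the limit was not always enough; inconclusive = conflicting primary data, or primary hits not chosen for dose response; inactive = low primary inhibition, or under 50% at every dose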;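 also: plate controls were DMSO full reaction for no effect and no enzyme background for full effect; strong numbers were not always called active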
Ins promoter up: MIN6 insulin promoter up-regulation | 190,000 tested, 0.3% active | z-score at 5 µM | MIN6 insulin promoter-GFP reporter, high-content imaging; stronger effect = higher value | AID 1625;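 active = z-score above 3 at 5 µM with at least 500 cells counted in the well; inconclusive = wells under 500 cells, flagged as cytotoxic or low count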
Yfh1-off respiration: enhancers of respiration in Yfh1-depleted yeast, dose response, Friedreich's ataxia, plus single-dose screen (AID 1465) | fold induction at 50 µM; hits with a dose series show EC50 in µM | S. cerevisiae Yfh1-off respiration, WST-1 reduction, 72 h; higher fold induction means a stronger effect | 220,000 tested, 0.074% active;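 active = fold induction of absorbance versus untreated yeast above a set limit, then at least 30% activation at any dose in follow-up; inconclusive = repeats straddling the limit, or above it without dose testing; inactive = fold induction below the set limit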;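 also: activators that raise dye reduction in frataxin-depleted yeast; strong numbers were not always called active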
Lipid droplet: hepatic lipid droplet formation modulation; AML12 mouse hepatocytes, oleate lipid droplets, BODIPY imaging; inhibition, % at 6.5 µM; 240,000 tested, 0.4% active; AID 1656;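 active = lipid droplet intensity inhibited by at least 50%, with more than 500 cells counted; inconclusive = wells with under 300 cells, treated as cytotoxic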
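Assay system: AML12 mouse liver cells | Compound dosing: One dose, 6.5 µM compound | Read-out basis: Droplet intensity reduction, % inhibition | Measured by: Fluorescence imaging, 20x objective, two fields per well | Schedule: Overnight treatment with compound plus oleate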
Dynein cargo inh: dynein cargo transport inhibition; AID 1381; 220,000 tested, 0.47% active; 3617.4 mouse cells, GR-EGFP nuclear translocation imaging; test concentration mostly 20 µM; stimulated with dexamethasone, 1 µM; stronger effect = lower value; z-score, hits read low;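 active = plate z-score of nuclear minus cytoplasmic receptor signal below a set negative limit, without overly bright fluorescence or cell loss, cut at about -3.5 in these data, passing the limit was not always enough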;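 also: z-score of nuclear minus cytoplasmic ring GR-EGFP intensity difference per well; some compounds called inactive have numbers as strong as hits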
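Also added – dexamethasone, 1.0 µM final · Buffer or medium – tet-free, stripped-serum medium · Schedule – induction 48 h, compound 1 h, agonist 30 min · Detection – formaldehyde fixation, Hoechst nuclear stain, 10x automated fluorescence imaging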
CSM14.1 death rescue: rescue of cells from ER stress-induced death, primary screen, 384-well, CSM14.1, thapsigargin, ATP luminescence (AID 1222); CSM14.1 thapsigargin-induced death rescue, ATP luminescence; higher % means a stronger effect; one-dose cellular ATP content (survival), % at 20 µM; EC50 in µM for titrated hits; 190,000 tested, under 10 active;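 active = EC50 below 50 µM in the dose-response confirmation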;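 also: death triggered by thapsigargin at about 15 µM added after 2 h compound pretreatment; cell ATP read after overnight thapsigargin exposure of roughly 18 to 22 hours; normalized against plate controls of thapsigargin alone and 5% DMSO vehicle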
M17LAP inhibition: P. falciparum M17LAP inhibitors, primary screen, biochemical, fluorogenic H-Leu-NHMec substrate, 1536-well (AID 1619) | inhibition, % at 30 µM, or IC50 in µM where a hit was titrated | 220,000 tested, 0.38% active | recombinant M17LAP, H-Leu-NHMec fluorogenic kinetic assay; higher % means a stronger effect;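 active = compound inhibiting the enzyme by more than half at any dose during confirmatory dose-response retesting; inconclusive = strong single-dose inhibitors picked by rank but not retested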;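 also: plate controls were full reaction with DMSO carrier for no effect and no enzyme background for full effect; strong numbers were not always called active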
MT stabilize HCS: microtubule stabilizers in HeLa cells. HeLa tubulin immunostaining HCS, 24 h; share of cells brighter than vehicle mean+2SD. % tubulin-high responders, % at 10 µM. 200,000 tested, 0.83% active. AID 2205;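 active = plate Z-score above 3 for both tubulin-high and condensed-nucleus cell shares, with cell loss under 80%, at 10 µM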;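 also: anti alpha tubulin signal scored within the nucleus-defined area of each cell; some results filed as inactive read as strong as hits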
Dynein cargo inh cytoplasmic EGFP: recorded beside Dynein cargo inh, whose call it bears; z-score; measured here: cytoplasmic GR-EGFP intensity; stronger effect = higher value
Dynein cargo inh nuclear GR-EGFP: recorded beside Dynein cargo inh, whose call it bears; z-score; measured here: nuclear GR-EGFP intensity;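 lower value marks the stronger effect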
Dynein cargo inh cell count: second read-out of Dynein cargo inh, no call of its own (marks repeat the call); z-score; measured here: cell count per field
Ins promoter up cell count: further read-out of Ins promoter up, marked with its call; cell count; measured here: cytotoxicity, nuclei count;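 total cells summed across four imaged fields per well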
Lipid droplet cells 6.5 µM: second read-out of Lipid droplet, no call of its own (marks repeat the call); cell count; measured here: cell count, cytotoxicity flag;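 cells counted across two imaged fields per well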
MT stabilize HCS Hoechst-high %: recorded beside MT stabilize HCS, whose call it bears; % Hoechst-high responders; measured here: nuclear condensation Hoechst responders;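 share of cells brighter than vehicle mean plus two SD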
MT stabilize HCS cytotoxicity %: recorded beside MT stabilize HCS, whose call it bears; toxicity, %; measured here: cytotoxicity by cell density;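 0% = mean cell density of plate MIN control wells and 100% = no cells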
Autophagy HCS cell loss 18 h: recorded beside Autophagy HCS, whose call it bears; toxicity, %; measured here: cell loss, nuclei count;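 cell loss after 18 h compound exposure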
Active calls of the source: *; i = inactive; u = inconclusive; x = not tested or not shown.

SMILES | Autophagy HCS | Autophagy HCS cell loss 18 h | P. falciparum M1AAP | Ins promoter up | Ins promoter up cell count | Yfh1-off respiration | Lipid droplet | Lipid droplet cells 6.5 µM | Dynein cargo inh | Dynein cargo inh cytoplasmic EGFP | Dynein cargo inh nuclear GR-EGFP | Dynein cargo inh cell count | CSM14.1 death rescue | M17LAP inhibition | MT stabilize HCS | MT stabilize HCS Hoechst-high % | MT stabilize HCS cytotoxicity %
C[C@@H](C(=O)OCn1nnc2ccccc2c1=O)N1C(=O)C2CCCCC2C1=O (some centres undefined) | i | -7.0 | -0.7% | -0.18 | 1354 | i | 10.5 | 648 | -0.331 | -0.314 | -0.0644 | 0.557 | -0.7% | -5.7% | 2.0 | 4.1 | 9.3
CC(C)=CC(=O)Nc1ccc(Br)cc1 | i | 6.2 | 2.7% | -0.57 | 1780 | i | -5.7 | 729 | -0.576 | -0.222 | 0.149 | -0.149 | -3.1% | -6.5% | 2.3 | 2.4 | 21.7
O=c1[nH]c(C2CCCN(S(=O)(=O)c3ccccc3)C2)nc2c1nnn2Cc1ccccc1 (centres undefined) | i | 3.8 | 21.6% | 0.17 | 838 | i | 12.8 | 723 | 0.0458 | -0.171 | 0.371 | -0.883 | 0.6% | 38.1% | 6.0 | 3.1 | 6.5
Cc1ccc2[nH]c(=O)c(CN(Cc3cccs3)Cc3nnnn3CC3CCCO3)cc2c1 (centres undefined) | i | 0.2 | 11.3% | 0.51 | 1528 | i | x | x | -0.0891 | -0.18 | 0.235 | -0.608 | -1.3% | 5.3% | 4.5 | 2.0 | 12.8
Nc1cc(=O)[nH]c(SCC(=O)NNC(=O)Cc2ccccc2)n1 | i | 6.6 | 6.7% | -0.22 | 1266 | i | -25.5 | 676 | 0.623 | -0.342 | 0.706 | -0.0885 | -1.9% | 14.7% | 4.4 | 3.0 | 6.0
CCN(CC)S(=O)(=O)c1cccc(NC2=NCC(C)S2)c1 (centres undefined) | i | -10.2 | 7.5% | 1.09 | 1263 | i | -11.0 | 684 | -0.293 | -0.303 | 0.18 | -0.257 | -1.6% | 2.5% | 5.0 | 2.1 | 7.7
COC(=O)C1C(c2ccc(OC)cc2)C(C(=O)OC)S(=O)(=O)C(CCN2CCCCC2)S1(=O)=O (centres undefined) | i | 1.2 | 2.0% | -0.09 | 1215 | i | -1.0 | 705 | 1.2 | -0.362 | 0.905 | -0.92 | 0.2% | -0.4% | 4.6 | 2.5 | 8.1
CCn1c(=O)cc(OCC(=O)O)c2ccccc21 | i | 52.1 | -0.9% | 0.7 | 1620 | i | x | x | 2.04 | -0.375 | 0.443 | 0.0201 | -0.7% | 1.4% | 4.1 | 3.3 | 11.5
Cc1occc1C(=O)Nc1cccc(Cn2cccn2)c1 | i | 2.8 | -2.0% | x | x | i | 11.8 | 679 | -0.262 | -0.237 | 0.176 | -0.392 | 1.3% | 9.6% | 2.6 | 2.1 | 3.2
COc1ccccc1Oc1ncnc2sccc12 | i | 6.5 | 0.6% | 0.29 | 1132 | i | -1.3 | 703 | -0.402 | -0.206 | 0.58 | -0.544 | x | 1.2% | 3.0 | 2.0 | 5.4
Oc1ccc(NC(=S)N=Nc2c(O)[nH]c3ccc(Br)cc23)cc1 | i | 3.8 | u | -1.41 | 1194 | u | 2.4 | 726 | -0.887 | -0.272 | -0.633 | 0.303 | -0.8% | 18.6% | 11.9 | 13.7 | 25.6
Cc1cn(C(=O)c2ccccc2)c(=S)n1-c1ccc(Cl)cc1 | i | -7.4 | -1.5% | -0.38 | 872 | i | -53.7 | 774 | 0.323 | -0.303 | 0.371 | 0.264 | -0.7% | -3.2% | 3.8 | 2.2 | 66.9
CC(/C=N/Nc1nc(C)cc(C)n1)=C\c1ccc(C(C)C)cc1 | i | 18.5 | 1.5% | 0.59 | 1132 | i | 2.5 | 728 | -0.72 | -0.272 | 0.144 | 0.791 | -4.0% | 14.2% | 3.6 | 1.4 | 7.3
CCOC(=O)C1CCCN(C(=O)c2cc(-c3ccc(C)cc3)on2)C1 (centres undefined) | i | 1.6 | -0.6% | 0.52 | 1211 | i | -13.0 | 728 | -0.769 | -0.233 | -0.341 | -0.601 | -3.9% | 23.6% | 1.7 | 1.7 | 5.7
O=C(ONC1=NCCCCC1)c1c(F)cccc1F | i | 12.4 | -3.8% | -0.34 | 1828 | i | 13.5 | 632 | -0.983 | -0.0787 | -0.3 | 0.892 | -2.1% | 5.9% | 4.1 | 1.5 | 10.3
CC(C)NS(=O)(=O)c1ccc(OCC(=O)N2CCc3ccccc3C2)cc1 | i | -8.5 | -0.2% | 0.43 | 1337 | i | 14.4 | 806 | 1.36 | -0.305 | -0.107 | 1.32 | -0.9% | -0.7% | 1.6 | 2.1 | 9.7
COCCNC(=S)N1CCOCC1 | i | 2.7 | 6.9% | 0.03 | 1515 | i | 2.0 | 567 | -0.943 | 0.0971 | -0.632 | 0.0757 | -0.8% | -3.8% | 4.0 | 2.4 | 7.1
CCOc1[nH]n(-c2ccc(Cl)cc2)c(=O)c1C=Nc1ccc(C)cc1 | i | 9.1 | 2.4% | 0.89 | 1515 | i | x | x | -0.423 | -0.279 | 0.156 | 0.692 | 0.6% | 5.2% | 3.9 | 1.4 | 8.5
CCc1c(C)sc(NC(=O)CCc2ccc(OC)cc2)c1C(N)=O | i | -10.4 | -0.6% | 0.55 | 880 | i | 0.5 | 778 | 1.12 | -0.119 | 0.569 | -0.448 | 8.4% | -4.0% | 2.2 | 1.5 | 4.1
CCOC(=O)CSc1nnc(CNc2nc(-c3ccccc3)cs2)n1C | i | -4.9 | 6.2% | -0.16 | 1471 | i | x | x | -0.303 | -0.21 | -0.21 | 0.313 | -0.5% | -7.9% | 0.8 | 2.1 | 11.1
CC(=O)O/N=C/c1c(Cl)n(C)c2ccccc12 | i | 20.0 | -1.8% | -0.27 | 1388 | i | 19.1 | 676 | 0.631 | 0.23 | 0.585 | -0.649 | -0.9% | 4.2% | 3.2 | 1.3 | 2.7
Cc1nnc2c(NC(C)C)nc3ccccc3n12 | i | -5.4 | 2.4% | 0.47 | 1552 | i | x | x | 0.44 | -0.0922 | 0.27 | 0.601 | -0.9% | 4.7% | 6.5 | 3.4 | 4.0
CCN(CC)C(=O)C(=O)N/N=C/c1ccc(Cl)cc1Cl | i | -2.6 | 9.3% | 0.97 | 1254 | i | -15.1 | 791 | -1.13 | -0.332 | -0.683 | 1.23 | -1.4% | 14.5% | 3.4 | 3.6 | 3.0
Nc1nn(S(=O)(=O)c2cccc3nsnc23)cc1-c1ccc(Br)cc1 | i | 2.9 | 4.9% | -0.3 | 1301 | i | -11.0 | 722 | 0.884 | -0.265 | 0.586 | 0.307 | x | 11.0% | 1.1 | 1.4 | 20.1
O=C(c1ccc(Br)s1)N1CCN(Cc2ccc3c(c2)OCO3)CC1 | i | 2.8 | 6.4% | -1.12 | 1223 | i | -5.6 | 733 | -0.152 | -0.263 | -0.0519 | 0.0444 | -2.3% | 3.0% | 2.9 | 2.3 | 2.6
O=C(N/C(=C/c1ccc(Cl)cc1)C(=O)N1CCCC1)c1ccccc1 | x | x | 1.3% | -0.69 | 915 | i | -6.7 | 703 | 0.704 | -0.697 | 0.311 | -1.17 | x | -3.2% | x | x | x
CC(Oc1ccc(Cl)cc1Cl)C(=O)NC(=S)N1CCc2ccccc21 (centres undefined) | i | 2.4 | 1.9% | 0.14 | 1140 | i | 6.8 | 662 | 1.17 | -0.185 | 1.35 | -1.12 | 1.1% | 2.5% | 3.4 | 2.9 | 6.7
COC(=O)C(=Nc1ccccc1)/C(C(=O)C(=O)N(C)c1ccccc1)=C(\O)c1ccc(Cl)cc1 | i | -13.3 | 5.9% | -0.24 | 1114 | i | 4.2 | 714 | -0.282 | 0.969 | -0.504 | 1.07 | 0.0% | 23.4% | 3.4 | 1.6 | 10.7
Cc1cc(C)nc(NC(=O)c2cccc(Cl)c2)n1 | i | -2.7 | 10.2% | 0.26 | 1348 | i | x | x | 0.0746 | -0.226 | 0.0262 | 0.26 | -2.7% | -7.6% | 4.1 | 1.7 | 2.2
O=C(NCCCN1CCC(Cc2ccccc2)CC1)C1CCN(S(=O)(=O)N2CCOCC2)CC1 | i | 7.5 | 4.3% | x | x | i | x | x | 0.117 | 0.0048 | 0.406 | -0.215 | 5.8% | 2.2% | 2.9 | 1.7 | 11.7

Whole records, quoted from the list. Order of values: Autophagy HCS	Autophagy HCS cell loss 18 h	P. falciparum M1AAP	Ins promoter up	Ins promoter up cell count	Yfh1-off respiration	Lipid droplet	Lipid droplet cells 6.5 µM	Dynein cargo inh	Dynein cargo inh cytoplasmic EGFP	Dynein cargo inh nuclear GR-EGFP	Dynein cargo inh cell count	CSM14.1 death rescue	M17LAP inhibition	MT stabilize HCS	MT stabilize HCS Hoechst-high %	MT stabilize HCS cytotoxicity %
O=C(NCCCN1CCC(Cc2ccccc2)CC1)C1CCN(S(=O)(=O)N2CCOCC2)CC1 in the list: i	7.5	4.3%	x	x	i	x	x	0.117	0.0048	0.406	-0.215	5.8%	2.2%	2.9	1.7	11.7
O=C(N/C(=C/c1ccc(Cl)cc1)C(=O)N1CCCC1)c1ccccc1 in the list: x	x	1.3%	-0.69	915	i	-6.7	703	0.704	-0.697	0.311	-1.17	x	-3.2%	x	x	x
